IMPase Li cell – cell-permeable IMPase inhibitors with lithium potentiation. CHO-M1 cells, IP1 TR-FRET (IP-One), carbachol + lithium. Potency, µM (titrated, usually from 59.4 µM), for the others: at the highest dose activity, negative = IMPase inhibition, actives largely listed as inhibitors. actives 0.35% (n = 210,000). AID 1457;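 also: IP1 builds up when IMPase is blocked and the TR-FRET signal falls; potency is read from the fitted curve at half-maximal effect; plate controls were basal vehicle for no effect and high inhibitor control for full effect; nearly all actives have a fitted effect of over 50% in size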
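Readout is a homogeneous TR-FRET IP1 immunoassay (Ex 320, Em 665 and 620), where raised cytosolic IP1 lowers signal. Cells were CHO-M1 treated 30 min at 37C with test compounds plus a little lithium; AC50 values came from Hill-equation fitting.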
NPSR antagonist – blocks cAMP signaling of the human neuropeptide S receptor; Q6W5P4; CHO-NPSR cells, cAMP TR-FRET, antagonist mode; Potency, µM (titrated, usually from 38.3 µM), for inactives: top-dose activity change, negative = inhibition, hits mostly inhibitors; actives 1% (n = 220,000); AID 1461; also: potency is read from the fitted curve at half-maximal effect; % is scaled to controls: 0 for no effect and ±100 for the full control effect; nearly all actives have a fitted effect of over 50% in size; many of its hits are not listed in these tables
Target sequence (Q6W5P4 whole entry, looked up): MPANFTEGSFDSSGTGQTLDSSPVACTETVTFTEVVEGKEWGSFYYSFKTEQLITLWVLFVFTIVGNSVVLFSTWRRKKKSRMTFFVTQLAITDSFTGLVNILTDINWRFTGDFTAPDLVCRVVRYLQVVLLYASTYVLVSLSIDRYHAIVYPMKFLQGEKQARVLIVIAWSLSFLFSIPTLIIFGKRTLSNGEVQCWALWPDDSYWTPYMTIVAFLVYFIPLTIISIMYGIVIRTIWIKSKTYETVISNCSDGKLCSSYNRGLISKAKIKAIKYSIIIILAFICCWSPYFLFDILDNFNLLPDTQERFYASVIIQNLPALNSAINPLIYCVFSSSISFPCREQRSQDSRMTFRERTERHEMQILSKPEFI
CBFb-RUNX1 inh – inhibitors of human CBF-beta and RUNX1 interaction; AlphaScreen CBFb-His/RUNX1-biotin binding, biochemical; Q01196+Q13951; Potency, µM (highest dose often 59.8 µM), for the others: at the top dose activity, negative = inhibition, most hits filed as inhibitors; 230,000 tested, under 10 active; also: % of control where 0% means no effect
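Inhibition was taken as any reduction in AlphaScreen signal from the CBF-beta–RUNX1 pair (His and biotin tags, 30 nM each), measured after compound (15 min) and bead (90 min) incubations at room temperature.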
Epigenetic derep – derepresses silenced GFP reporter in murine cells. Potency, µM (top dose mostly 53.9 µM), inactives show at the top dose GFP activation, most hits filed as activators. murine LDR cells, GFP reporter derepression, 30 h. actives 0.2% (n = 280,000). AID 1865; also: potency is read from the fitted curve at half-maximal effect; % of control where 0% means no effect; nearly all actives have a fitted effect of over 60% in size
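Murine LDR cells bearing a silenced CMV-driven GFP reporter were exposed to compound for 30 h at 37 C. After PBS washes, GFP-positive cells (20-120 um objects) counted by laser-scanning microplate cytometry.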
LMNA splice mod – LMNA splicing modulation; actives 0.01% (n = 200,000); AID 1487; Potency, µM (titrated, usually from 46.1 µM), for inactives: at the highest dose ratio change, negative = inhibition, actives largely listed as inhibitors; HeLa LMNA splicing GFP/RFP minigene ratio, 48 h; active = well fitted inhibition curve with a large enough effect in the signal ratio, with a control signal flat, not every such curve was filed as active; inconclusive = small, poorly fitted or top-dose-only effect, or effect the other way, or a change in a side signal; the % refers to the signal ratio; also: potency is read from the fitted curve at half-maximal effect; % is scaled to controls: 0 for no effect and ±100 for the full control effect
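S3 HeLa stable clones carrying a lamin A-EGFP splicing minigene plus DsRed2 were seeded at 600 cells/well in Opti-MEM with 2% FBS, pin-dosed and incubated 48 h at 37°C. Acumen cytometry (488 nm) gave the GFP/RFP total-intensity ratio.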
KinaseGlo FLuc – blocks Kinase-Glo luciferase, a counter-screen artifact | Q27757 | actives 0.28% (n = 200,000) | Potency, µM (highest dose often 38.3 µM), for the others: top-dose activity change, negative = inhibition, actives largely listed as inhibitors | Kinase-Glo luciferase, ATP luminescence, 8 min; also: potency is read from the fitted curve at half-maximal effect; % is scaled to controls: 0 for no effect and ±100 for the full control effect; nearly all actives have a fitted effect of over 60% in size
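Compounds were added to a substrate mix at pH 7.2 (50 mM imidazole, 10 uM ATP, within the enzyme's linear range), followed by Kinase-Glo detection reagent; luminescence was measured after 8 minutes at ambient temperature.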
GLA spleen mod – alpha-galactosidase A (human) modulation | human spleen homogenate, 4MU-alpha-Gal fluorescence, 40 min | actives 0.008% (n = 240,000) | AID 2107 | Potency, µM (titrated, usually from 80 µM), for the others: top-dose activity change, negative = inhibition, hits mostly inhibitors;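 also: potency is read from the fitted curve at half-maximal effect; 0% = enzyme with vehicle and -100% = no enzyme basal signal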
Target sequence (P06280 32-429 limits assumed): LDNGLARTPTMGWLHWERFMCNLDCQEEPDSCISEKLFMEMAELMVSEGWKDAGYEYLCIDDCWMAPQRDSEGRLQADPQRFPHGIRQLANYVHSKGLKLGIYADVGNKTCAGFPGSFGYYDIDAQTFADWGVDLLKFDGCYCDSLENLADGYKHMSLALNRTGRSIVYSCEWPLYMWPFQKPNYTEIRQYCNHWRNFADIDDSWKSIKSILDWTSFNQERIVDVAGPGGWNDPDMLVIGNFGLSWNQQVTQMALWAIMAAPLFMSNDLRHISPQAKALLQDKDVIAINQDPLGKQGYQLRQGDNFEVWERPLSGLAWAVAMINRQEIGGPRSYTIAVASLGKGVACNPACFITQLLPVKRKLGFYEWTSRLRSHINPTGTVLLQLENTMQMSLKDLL
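Inhibition or activation of alpha-galactosidase in human spleen homogenate is scored by 4-MU fluorescence after 40 min at 37C, pH 5.0, with 1 mM substrate. AC50s come from concentration-response fitted to the Hill equation.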
* marks the source's active call; other numbers are inactive results; ? = inconclusive; · = not tested or not shown; [ ] = remark or other dose. Unless noted, calls follow the shape of the dose curve; as a rule, active = well fitted curve in the direction sought with a large enough effect; inconclusive = small, poorly fitted or top-dose-only effect, or another doubt; inactive = no such curve, though single readings can be large; an effect the other way counts as inactive or inconclusive. The list is partial; the hit share may differ from the screen's.

no.	structure	IMPase Li cell	NPSR antagonist	CBFb-RUNX1 inh	Epigenetic derep	LMNA splice mod	KinaseGlo FLuc	GLA spleen mod
1	N#C/C(=C\c1ccc(OCc2ccc(C(=O)O)cc2)cc1)C(=O)N1CCOCC1	-5%	-5%	-3%	1.0%	0%	4%	0%
2	Cn1c(C(=O)NC2CC2)cc(=O)n(C)c1=O	-3%	9%	-8%	3.2%	·	1%	-5%
3	CCN1C/C(=N\S(=O)(=O)/N=C2\CN(CC)C(=O)N2CC)N(CC)C1=O	·	-24%	1%	1.3%	·	·	3%
4	O=C(CN1CCOc2ccccc21)NCc1ccc(F)cc1	4%	-4%	-3%[2.36 µM]	-1.0%	?	8%	0%
5	Cc1ccc(C(=O)NN2CCOCC2)cc1	-7%[38.3 µM]	4%[46.1 µM]	-1%	-1.1%	5%	0%	6%
6	COc1ccc2c(c1)OC/C(=C/c1ccc(O)c(O)c1)C2=O	5%	·	3%	4.0%	·	-2%	-3%
7	CN(C)c1cccc(C(=O)OCC(=O)Nc2nccs2)c1	-6%	6%	?	-0.9%	13%	4%	7%
8	CC(C)(C)Nc1oc(-c2ccccc2)nc1-c1cccc2ccccc12	10%	·	3%	-1.1%	·	1%	-5%
9	Cc1ccc(C(=O)NC(=S)Nc2ccc3[nH]c(=O)[nH]c3c2)c(C)c1	5%	20%	0%	-1.8%	7%[46 µM]	-1%	0%
10	Cc1ccccc1C(OCCN(C)C)C1CCCCC1 (stereo not given)	25%	23%	-1%	-0.9%	6%	-2%	-25%
11	O=c1[nH]c2cccnc2n1Cc1ccco1	24%[38.3 µM]	-7%[46.1 µM]	6%	9.5%	-1%	-4%	-6%
12	Cn1nnc2cc(C(=O)Nc3cccnc3)ccc21	13%[38.3 µM]	-13%[46.1 µM]	6%	0.0%	-2%	2%	6%
13	Cc1ccc(-n2nnnc2SCC(=O)Nc2nc(-c3ccc(F)cc3)cs2)cc1C	20%[38.3 µM]	-8%[46.1 µM]	-1%	1.1%	?	-2%	-3%
14	O=C(N/N=C/c1ccc2c(c1)OCO2)c1sc2cccc(Cl)c2c1Cl	0%	-30%[46.1 µM]	4%	0.9%	-3%	6%	-2%
15	CSc1sc(C(=O)NNC(=O)c2ccc(Cl)cc2)c2c1C=CCC2	·	15%	-1%	1.1%	-6%[46 µM]	·	6%
16	COCCn1nnnc1C(C(C)C)N1CCSCC1 (stereo not given)	-11%	-21%	-2%	1.9%	·	-7%	5%

4 compounds already listed, ordered by length of the SMILES, largest number first:
no.	structure	IMPase Li cell	NPSR antagonist	CBFb-RUNX1 inh	Epigenetic derep	LMNA splice mod	KinaseGlo FLuc	GLA spleen mod
9	Cc1ccc(C(=O)NC(=S)Nc2ccc3[nH]c(=O)[nH]c3c2)c(C)c1	5%	20%	0%	-1.8%	7%[46 µM]	-1%	0%
14	O=C(N/N=C/c1ccc2c(c1)OCO2)c1sc2cccc(Cl)c2c1Cl	0%	-30%[46.1 µM]	4%	0.9%	-3%	6%	-2%
12	Cn1nnc2cc(C(=O)Nc3cccnc3)ccc21	13%[38.3 µM]	-13%[46.1 µM]	6%	0.0%	-2%	2%	6%
11	O=c1[nH]c2cccnc2n1Cc1ccco1	24%[38.3 µM]	-7%[46.1 µM]	6%	9.5%	-1%	-4%	-6%

More records
no.	structure	IMPase Li cell	NPSR antagonist	CBFb-RUNX1 inh	Epigenetic derep	LMNA splice mod	KinaseGlo FLuc	GLA spleen mod
17	COc1ccc(CC(=O)NC(CC(=O)O)c2ccc(OC)cc2)cc1 (stereo not given)	14%[38.3 µM]	-1%[46.1 µM]	-1%	0.0%	8%	-3%	8%
18	Cc1cccc(N(C(=O)CCC(=O)Nc2cccnc2)C(C(=O)NC2CCCC2)c2ccncc2)c1 (stereo not given)	4%	-12%[46.1 µM]	-15%	-2.2%	-13%	-4%	0%
19	CC1=C(/C=C/C(C)=N\NC(=O)c2ccncc2)C(C)(C)CCC1	3%	-7%	1%	-1.0%	9%[9.22 µM]	-5%	2%
20	CCc1ccc2nc(SCC(=O)NCC3CCCO3)c(C#N)cc2c1 (stereo not given)	3%	?	4%	1.5%	17%[46 µM]	1%	-1%
21	Cc1cc(C)n2ncc(C(=O)NC3CCCCC3)c2n1	4%	7%	-4%	2.1%	7%[46 µM]	1%	6%
22	CCN1C(=O)N(CC)C(O)(c2ccccc2)C1(O)c1ccccc1 (stereo not given)	4%[38.3 µM]	-2%[46.1 µM]	-1%	0.0%	-7%	1%	-8%
23	O=C(O)CCCC(=O)Nc1ccc(Cl)cc1	3%	-28%	2%	-1.5%	·	1%	7%
24	Cc1ccc(N2C(=O)c3sc4nnc(C)c(=O)n4c3C2=O)cc1	19%[38.3 µM]	-1%[46.1 µM]	-5%	-1.0%	8%	-3%	-16%
25	CC1CC(C)CN(c2nc3c(c(=O)n(C)c(=O)n3C)n2C)C1 (stereo not given)	-9%[38.3 µM]	-17%[46.1 µM]	3%	1.2%	-6%	4%	9%
26	C[C@@H]1CC2(OC[C@]3(C)O[C@H]23)O[C@H]2C[C@@]3(C)[C@@H]4CC[C@H]5C(C)(C)C(O[C@@H]6OC[C@@H](O)[C@H](O)[C@H]6O)CC[C@@]56C[C@@]46CC[C@]3(C)[C@@H]12 (stereo not given in full)	-15%	·	23%[21.7 µM]	·	·	·	1%
27	CCOC(=O)c1cccc(Nc2nc(C)cc(C)n2)c1	7%[38.3 µM]	29%[46.1 µM]	13%	7.9%	-14%	1%	-14%
28	CN(c1ccccc1)S(=O)(=O)c1cccc(NC(=O)CSc2ncc(C(F)(F)F)cc2Cl)c1	-3%	-35%	-14%	-3.0%	?	0%	-5%
29	Cc1ccc2nc(NC(=O)COC(=O)c3ccc(Br)o3)sc2c1	-1%[38.3 µM]	-15%[46.1 µM]	0%	4.7%	?	-8%	6%
30	COc1ccc(NC(=O)CN2C(=O)C(c3ccccc3)=NC23CCCCCC3)cc1OC	12%	-10%	-3%	0.0%	?	1%	-1%
31	COC(=O)C1CCN(C(=O)COC(=O)CC(NC(C)=O)c2ccccc2)CC1 (stereo not given)	23%[38.3 µM]	-1%[46.1 µM]	1%	2.8%	5%	2%	8%
32	O=C(NC(=S)NCCSc1ccccc1)c1cccnc1	11%	9%	-1%	1.3%	5%	0%	1%
33	Clc1ccc(SCCCCn2ccnc2)cc1	19%[38.3 µM]	-5%[46.1 µM]	5%	-0.8%	-6%	4%	-1%
34	Cc1[nH]nc(Nc2ccc(O)cc2)c1[N+](=O)[O-]	-5%	-4%	0%	0.0%	7%[46 µM]	-1%	-2%
35	Cn1c(SCC(=O)N2CCOCC2)nc2cccnc21	·	-3%[46.1 µM]	1%	1.4%	-1%	·	-4%
36	Cc1ccc2c(c1)C(=O)CC1(CCC(C(C)(C)C)CC1)O2 (stereo not given)	·	-17%	20%	-1.7%	·	·	-4%
37	Cc1ccc(C(=O)CN(C(=O)c2ccc(Cl)c(Cl)c2)N2C(=O)C3C4C=CC(C4)C3C2=O)cc1 (stereo not given)	8%	-29%[46.1 µM]	5%	-3.3%	-12%	-2%	-8%
38	CC(C)NC(=S)NN=C1CCC(c2ccccc2)CC1 (stereo not given)	10%	-32%	-10%	?	6%[46 µM]	3%	-2%
39	Cn1cc(/C=C2\SC(=O)NC2=S)c2ccccc21	11%	-39%	-4%	5.7%	·	-5%	6%
40	CCNC(=O)COc1ccc2ccccc2c1	-9%[38.3 µM]	8%[46.1 µM]	-1%	-1.1%	15%	-5%	5%
41	Cc1ccc(NC(=O)CCn2nc([N+](=O)[O-])cc2C)nc1	-10%	6%	1%	-1.1%	?	-6%	1%
42	Cc1cccc(NC(=O)C2CC(=O)NC(Nc3nc4ccccc4s3)=N2)c1 (stereo not given)	1%	4%	8%	-3.2%	-2%	2%	-8%
43	COc1cccc2c(=O)n(CC(=O)Nc3ccc(F)cc3F)ccc12	19%[38.3 µM]	4%[46.1 µM]	4%	-0.8%	-9%	-1%	-3%
44	COc1ccccc1-n1cnc2sc(-c3ccccc3)cc2c1=O	?	?	7%	-0.4%	0%	1%	-11%
45	Nc1ncnc2c1ncn2[C@H]1O[C@@H](CSCC[C@@H](N)C(=O)O)[C@H](O)[C@@H]1O	2%	·	12%	1.1%	·	·	-2%
46	CCCCN(CC)CCNC(=O)c1cc2c(=O)n(C)c3ccccc3c2n1C	19%[38.3 µM]	-11%[46.1 µM]	-1%	-1.0%	-17%	17%	-6%
47	COC(=O)c1c(NC(=O)C2CC=CCC2C(=O)O)sc(C)c1C (stereo not given)	-5%[38.3 µM]	-23%[46.1 µM]	6%	0.0%	-14%	-2%	4%

Reprinted: compounds 41–42
no.	structure	IMPase Li cell	NPSR antagonist	CBFb-RUNX1 inh	Epigenetic derep	LMNA splice mod	KinaseGlo FLuc	GLA spleen mod
41	Cc1ccc(NC(=O)CCn2nc([N+](=O)[O-])cc2C)nc1	-10%	6%	1%	-1.1%	?	-6%	1%
42	Cc1cccc(NC(=O)C2CC(=O)NC(Nc3nc4ccccc4s3)=N2)c1 (stereo not given)	1%	4%	8%	-3.2%	-2%	2%	-8%

Source: PubChem BioAssay (National Center for Advancing Translational Sciences (NCATS))
